# From PubChem
# KB-V1 cytotox = qHTS assay for MDR1-selective chemotherapeutics: Primary screen using the drug-selected MDR subline cells KB-V1; KB-V1 MDR cells viability, CellTiter-Glo, 72 h; Potency, µM (doses to about 46.1 µM), without a hit: at the highest dose activity change, negative = cytotoxicity, hits mostly cytotoxic; hit rate 3.4% among 400,000; note: potency is the fitted concentration of half-maximal effect; % is set by controls: 0 for no effect and ±100 for the full control effect; nearly all actives have a fitted effect of over 60% in size
#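 Readout: CellTiter-Glo luminescence, 10 min after addition. Cells: KB-V1 MDR subline, 72 h at 37 degrees C with compound. Analysis: corrected, normalized data fitted to concentration-effect curves.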
# MCF10A rereplic = A quantitative high throughput screen for small molecules that induce DNA re-replication in MCF 10a normal breast cells; MCF 10A DNA re-replication, Hoechst nuclear intensity, 48 h; Potency, µM (top dose mostly 46.1 µM), for the others: top-dose activity, positive = re-replication, hits mostly activators; hit rate 2.9% among 350,000; AID 624296, 2012; note: potency is the fitted concentration of half-maximal effect; % of control where 0% means no effect; nearly all actives have a fitted effect of over 50% in size
# KB-3-1 tox = qHTS assay for MDR1-selective chemotherapeutics: Primary screen using the parental adenocarcinoma cell KB-3-1 | Potency, µM (series often up to 46.1 µM), inactives show at the highest dose activity change, negative = cytotoxic, most hits filed as cytotoxic | KB-3-1 viability, CellTiter-Glo ATP luminescence, 72 h | AID 1347075, 2019 | hit rate 1.4% among 400,000; note: potency is the fitted concentration of half-maximal effect; % is set by controls: 0 for no effect and ±100 for the full control effect; nearly all actives have a fitted effect of over 60% in size
#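 Screening of KB-3-1 cells (DMEM, 10% FBS, phenol-red free) ran from lowest to highest compound concentration; after 72 h at 37 °C viability was read luminescently and curves fitted.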
# ATXN2 expr inh = Primary qHTS for Inhibitors of ATXN expression; Potency, µM (series often up to 57 µM), for inactives: at the top dose activity change, negative = inhibition, actives largely listed as inhibitors; HEK-293 ATXN2-luciferase reporter, luminescence, 24 h; hit rate 0.72% among 360,000; note: potency is the fitted concentration of half-maximal effect; % is set by controls: 0 for no effect and ±100 for the full control effect; nearly all actives have a fitted effect of over 55% in size
#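 qHTS (up to 57 uM final) was run with 24 h compound exposure of reporter cells at 37 °C. Each well was multiplexed: SteadyGlo luminescence measured ATXN2-luciferase expression after a fluorogenic Gly-Phe-AFC viability readout (25 uM final).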
# IL-1B inflam inh = qHTS for Inhibitors of Inflammasome Signaling: IL-1-beta AlphaLISA Primary Screen; activity change, % at 57.5 µM; AID 743279, 2014; THP-1 LPS/ATP IL-1B secretion, AlphaLISA, 16 h; stronger effect = lower value; hit rate 4.7% among 360,000; in the data active = activity change below about -50%; inconclusive = mostly about -30% to -49%; note: % is set by controls: 0 for no effect and ±100 for the full control effect
#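 THP-1 cells pretreated 1 hr with compounds (up to 57.5 uM final), then stimulated with LPS (250 ng/mL final) plus ATP (1.25 mM final); secreted IL-1B measured by AlphaLISA after 16 hr, decreased signal indicating inhibition.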
# S2 tox = Viability Counterscreen for Primary qHTS for Inhibitors of ATXN expression; Potency, µM (top dose mostly 56.7 µM), actives largely listed as cytotoxic; S2 cells (HEK-293 line with an ATXN2-luciferase reporter) viability, CellTiter-Fluor protease fluorescence, 24 h; hit rate 0.49% among 400,000; note: potency is the fitted concentration of half-maximal effect; nearly all actives have a fitted effect of over 40% in size
# SW480 rerep = A quantitative high throughput screen for small molecules that induce DNA re-replication in SW480 colon adenocarcinoma cells. SW480 DNA re-replication, Hoechst DNA content imaging, 48 h. Potency, µM (highest dose often 46.1 µM), for the others: top-dose re-replication activation, most hits filed as activators. hit rate 1.8% among 340,000. AID 624297, 2012; note: potency is the fitted concentration of half-maximal effect; % of control where 0% means no effect; nearly all actives have a fitted effect of over 55% in size
#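 Readout is total intensity of Hoechst-stained nuclei, excited at 405 nm and collected at 500-530 nm. Compound treatment lasted 48 hr at 37 C in 5% CO2 before staining.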
# HT1080 IDH1KD tx = qHTS for induction of synthetic lethality in tumor cells producing 2HG: qHTS for the HT-1080-IDH1KD cell line | HT-1080 IDH1 knockdown viability, ATP luminescence, 48 h | Potency, µM (series often up to 46.1 µM), inactives show at the top dose activity, negative = toxicity, hits mostly cytotoxic | hit rate 2% among 360,000 | AID 686971, 2013;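 note: potency is the fitted concentration of half-maximal effect; 0% = DMSO wells and -100% = cell-free medium wells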
#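 Luminescent ATP read-out (CellTiter-Glo, 10 min at room temperature) after 48 h compound exposure at 37 °C gave viability of IDH1-knockdown HT-1080 cells. Activity was normalised to DMSO and cell-free wells, then fitted as concentration-response curves.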
# HT1080NT lethal = qHTS for induction of synthetic lethality in tumor cells producing 2HG: qHTS for the HT-1080-NT fibrosarcoma cell line; HT-1080-NT fibrosarcoma viability, CellTiter-Glo ATP luminescence, 48 h; Potency, µM (titrated, usually from 46.1 µM), without a hit: at the top dose activity, negative = less viability, usual class: cytotoxic; hit rate 1.6% among 360,000; AID 686970, 2013;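 note: NT is the 2HG producing partner of a matched IDH1 knockdown line; potency is the fitted concentration of half-maximal effect; 0% = DMSO-treated cells and -100% = media-only wells without cells; nearly all actives have a fitted effect of over 55% in size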
#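 Luminescent CellTiter-Glo readout after 48 hours of compound exposure at 37 degrees C defined viability of HT-1080-NT cells. Activity was normalized to DMSO wells and cell-free media wells; concentration-response curves were fitted and assigned curve classes.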
# * = called active by the depositor; i = inactive; u = inconclusive; x = not tested or not shown; & = joins results of further samples; [ ] = remark or other dose. Unless noted, calls come from the whole dose curve; as a rule, active = well fitted curve in the direction sought with a large enough effect; inconclusive = small, poorly fitted or top-dose-only effect, or another doubt; inactive = no such curve, though single readings can be large; an effect the other way counts as inactive or inconclusive.
SMILES,KB-V1 cytotox,MCF10A rereplic,KB-3-1 tox,ATXN2 expr inh,IL-1B inflam inh,S2 tox,SW480 rerep,HT1080 IDH1KD tx,HT1080NT lethal
CC(C)(C)c1ccc(-c2nnc(SC3CCOC3=O)n2Cc2ccccc2)cc1 (configuration not stated),-7%,0%,9%,7%,5,i,4%,9%,13%
COc1cc(-c2noc(C)c2C(=O)NCCCn2ccnc2)cc(OC)c1OC,-14%,38%,6%,-6%,5,i,1%,0%,-2%
O=C(NCc1ccco1)c1ccc2c(c1)C(=O)c1ccccc1-2,u,u,-9%,38%[activator],-11,i,u,u,-5%
CCOC(=O)c1ccc(NC(=O)CSc2ccc(-c3ccncc3)nn2)cc1,-18%,u,9%,0%,20,i,2%,0%,5%
COCOc1cccc(CN2CCC(C)(Oc3ccc(SC)cc3)C2)c1 (configuration not stated),-13%,x,0%,-15%,-9,i,x,-8%,-26%
COc1cc(/C=C/C(=O)NC(C)C)ccc1OCc1ccccc1,-24%,u,-12%,-15%[11.3 µM],22,i,0%,-14%,-7%
CCCCCCCCN1C(=O)[C@H](CC(=O)N2CCCC2)C[C@@]2(C(=O)OC)CC(C)(C)CC=C12,u,x,u,x,-5,x,x,u,u
CC1CN(S(=O)(=O)c2ccc(C(=O)Nc3nnc(-c4ccc5c(c4)CCCC5)o3)cc2)CC(C)O1 (configuration not stated),-19%,2%,u,u,2,i,10%,-25%,-23%
O=[N+]([O-])c1cc(S(=O)(=O)N2CCCCCC2)ccc1Cl,26%,16µM*,6%,-5%[11.3 µM],-104*,x,22%,u,23µM*
CC(=O)c1ccccc1OCCn1nnc(-c2ccc(C)cc2)n1,u,u,-6%,0%,-4,i,-3%,-4%,2%
CC(=O)N1CCN(c2csc3ccc(Br)cc3c2=O)CC1,u,x,2%,23%,x,u,x,x,x
CCOC(=O)c1c(C)nc2sc3c(=O)[nH]cnc3c2c1-c1ccc(OC)cc1,-20%,-9%,18%,2%,0,i,u,10%,11%
N=C1/C(=C\c2ccc(OC(=O)c3ccc(F)cc3)cc2)C(=O)N=C2SC(N3CCCC3)=NN12,-1%,13%,-21%,-2%,9,i,-3%,-1%,-7%
COc1cc(/C=C2\SC(=O)N(c3ccc(Cl)cc3)C2=O)cc([N+](=O)[O-])c1O,10%,-2%,-8%,-9%,3,i,-23%,-14%,-7%
Cc1csc(NC(=O)c2cnc3ccccc3n2)n1,4%,8%,-19%,u,34,i,-6%,-4%,-21%
Clc1ccccc1CNc1ncnc2nc[nH]c12,-16%&-3%&0%,1%,u,-5%,18,i,2%,-20%,-22%
C=C[C@@H]1c2cc(C)ccc2N(S(=O)(=O)c2ccc(C)cc2)[C@H](c2ccccc2)C1(C#N)S(=O)(=O)c1ccccc1 (some centres not stated),0%&-28%,u,-1%&-20%,1%,3,i,4%,6%,8%
CN(C(=O)/C=C/c1cnc2ccccc2c1)C1CCCCC1,-7%,4%,8%,-34%,-58*,i,u,23%,28%
CN1OC[C@@H]2CN(Cc3ccccc3)[C@H](c3cccc(Oc4ccccc4)c3)C[C@@H]21,0%,u,0%,-20%,-9,i,-72%[inhibitor],-18%,-4%
CC1CCN(C(=O)CCc2nnc(-c3ccccc3)o2)CC1,0%,-2%,16%,28%,-1,i,-4%,16%,17%
Cc1ccnc(NC(=O)c2ccc3c(c2)C(=O)N(CC2CCCO2)C3=O)c1 (configuration not stated),6%,4%,1%,x,16,i,-5%,-6%,-2%
COc1cc(OC)cc(-c2nc3nc(C)c(CCC(=O)Nc4cc(C)cc(C)c4)c(C)n3n2)c1,3%,x,0%,-10%,x,i,x,x,x
Cc1cc(=O)n2nc(N3CCCC3C(=O)Nc3ccccc3C)sc2n1 (configuration not stated),-21%,4%,-5%,3%,-24,i,-7%,-1%,-5%
O=C(CSC1=NS(=O)(=O)c2cc(Cl)ccc2N1)c1ccc(Cl)cc1,-2%,33%,2%,-2%,49,i,u,2%,7%
Cc1nn(CC(=O)Nc2ccncc2)c(C)c1[N+](=O)[O-],-16%,2%,-7%,2%,18,i,3%,-10%,-2%
SMILES,KB-V1 cytotox,MCF10A rereplic,KB-3-1 tox,ATXN2 expr inh,IL-1B inflam inh,S2 tox,SW480 rerep,HT1080 IDH1KD tx,HT1080NT lethal
O=C(CCC1COc2ccccc2O1)Nc1ncccc1O (configuration not stated),0%,10%,8%,-5%,-3,i,5%,6%,2%
COc1ccc(OC)c(C2C(C#N)=C(N)N(N(C)C)C3=C2C(=O)CCC3)c1 (configuration not stated),3%,0%,-1%,-1%,-2,i,-6%,12%,11%
Cc1cccc(OCC(=O)O/N=C(\N)Cc2ccc([N+](=O)[O-])cc2)c1,-21%,23%,0%,x,-16,i,20%,0%,-10%
Cc1cc(C(=O)Nc2cccnc2)cs1,-19%,3%,12%,3%,-8,i,2%,8%,5%
Cc1cccc(NC(=O)N2CCN(Cc3ccc4c(c3)OCO4)CC2)c1C,-1%,-6%,0%,x,4,i,-93%[inhibitor],2%,-1%
CCOC(=O)N1CC=C2C(C#N)=C(N)C(C#N)(C#N)[C@H](c3ccc(OCC)c(OCC)c3)[C@H]2C1,8.2µM*,0%,17%,-19%,-14,i,4%,u,-4%
S=c1nc[nH]c2c1ncn2C1CCCC1,3%,5%,-1%,x,-4,i,-7%,10%,3%
CCOCC(=O)Nc1c(C(=O)OCC)oc2ccccc12,3%,-7%,-3%,-2%,-8,i,2%,-9%,4%
CCOC(=O)C1CCCN(C(=O)c2cc(S(=O)(=O)Nc3ccccc3OC)ccc2C)C1 (configuration not stated),-6%,12%,-8%,-7%,-3,i,22%,-4%,4%
COc1ccc2c(Cl)c(C(=O)NCCCn3ccnc3)sc2c1Cl,3%,2%,-2%,-8%,-10,i,15%,-25%,-8%
CC(C)(C)OC(=O)[C@H](Cc1ccccc1)NC(=O)c1nc[nH]c1C(=O)N1CCc2ccccc2C1,-1%,u,-9%,5%,8,i,-1%,0%,0%
Cn1c(SCC(=O)Nc2ccc3c(c2)OCO3)nnc1-c1cnccn1,4%,-1%,0%,-2%,-18,i,-5%,14%,8%
Cc1cc(N(CCO)CCO)nc(-n2nc(C)cc2C)n1,18%,1%,10%,8%,-1,i,-2%,8%,7%
O=C(O)Cc1cn(Cc2cccc(Cl)c2)c2ccccc12,2%,-1%,u,x,3,i,u,-7%,-8%
CC1C(=O)C(C)C(c2ccc(O)cc2)NC1c1ccc(O)cc1 (configuration not stated),2%,14%,2%,x,18,i,-16%,-4%,6%
C#CCOCCOCCOCCNc1nc(N2CCN(C(=O)[C@H](CCC(=O)O)n3cc([C@@H](N)CCCCN)nn3)CC2)nc(N2CCN(C(=O)[C@H](CCCCN)n3cc([C@@H](N)CC(N)=O)nn3)CC2)n1,u,0%,19%,9%,18,i,-10%,19%,u
CCc1cccc(NC(=O)Cn2c(=O)n(-c3ccccc3C)c(=O)c3c2c2cc(C)ccc2n3C)c1,3%,x,0%,1%,x,i,x,x,x
c1ccc(-c2nnc(-c3ccccn3)nc2NC2CCCCC2)cc1,u,10µM*,16µM*,u,85,i,u,u,u
Cc1ccc(S(=O)(=O)CCC(=O)OC(C)C(=O)N2CCc3ccccc32)cc1 (configuration not stated),-21%,12%,1%,7%,8,i,-2%,0%,1%
CC(=O)N1CCCC1c1nc2ccccc2n1Cc1ccccc1F (configuration not stated),-9%,x,2%,-3%,x,i,x,x,x
CCOC(=O)c1sc2nc(CN3CCN(c4cccc(C(F)(F)F)c4)CC3)[nH]c(=O)c2c1C,-1%,-2%,-8%,5%[11.3 µM],-13,i,33%,1%,-6%
Cc1ccc(Sc2c(C)nn(C(=O)c3ccc(Cl)cc3)c2C)cc1,0%,x,26%,15%,x,i,x,x,x
Cc1c(NC(=O)COC(=O)C23CC4CC(CC(O)(C4)C2)C3)c(=O)n(-c2ccccc2)n1C,-3%,-3%,8%,-17%,-13,i,-10%,0%,-3%
CCS(=O)(=O)N1Cc2ccccc2CC1C(=O)Nc1nc2ccccc2[nH]1 (configuration not stated),-8%,3%,11%,37%[activator],-15,i,1%,-6%,-8%
CCN1CCN(c2ncc3c(n2)CC(c2ccc(OC)c(OC)c2)CC3=O)CC1 (configuration not stated),21µM*,u,16µM*,-24%,12,i,u,13µM*,11µM*
COCc1cc(C)nc2sc3c(=O)n(Cc4ccco4)nnc3c12,5%,12%,3%,-4%,-12,i,16%,0%,0%
CCOC(=O)NC(Nc1nc2ccccc2s1)(C(=O)OCC)C(F)(F)F (configuration not stated),u,0%,-4%,-8%,28,i,11%,-15%,8%
O=C1C2CCCCN2C(=O)N1CCCCN1CCN(c2ccc([N+](=O)[O-])cc2)CC1 (configuration not stated),-4%,-7%,14%,-13%,-5,u,-3%,-1%,-12%
COc1cc(-c2nnc3n(CCc4ccccc4)c(=O)c4ccccc4n23)cc(OC)c1OC,14%,u,4%,4%,15,i,5%,6%,8%
COc1ccccc1/C=C/C(=O)OCc1nc2ccccc2c(=O)[nH]1,-8%,-4%,25%,-10%,16,i,-6%,20%,13%

# Single records (already shown). Values in the order: KB-V1 cytotox | MCF10A rereplic | KB-3-1 tox | ATXN2 expr inh | IL-1B inflam inh | S2 tox | SW480 rerep | HT1080 IDH1KD tx | HT1080NT lethal
# Results for O=C(O)Cc1cn(Cc2cccc(Cl)c2)c2ccccc12 : 2% | -1% | u | x | 3 | i | u | -7% | -8%
# Results for Cc1cccc(OCC(=O)O/N=C(\N)Cc2ccc([N+](=O)[O-])cc2)c1 : -21% | 23% | 0% | x | -16 | i | 20% | 0% | -10%
# Results for c1ccc(-c2nnc(-c3ccccn3)nc2NC2CCCCC2)cc1 : u | 10µM* | 16µM* | u | 85 | i | u | u | u
